High-throughput results (PubChem BioAssay)
CCHF vOTU inh: CCHFV vOTU protease inhibition; Pep-AMC fluorescence; inhibition, % at 11.5 µM; 370,000 tested, 0.55% active; note: 0% = vehicle wells with enzyme and 100% = no enzyme wells
BioA inh: BioA (M. tuberculosis) enzyme inhibition; purified M. tuberculosis BioA enzyme, plate reader; inhibition, % at 9.99 µM; 360,000 tested, 0.096% active; in the data active = inhibition above about 40%; inconclusive = no clear call, values can overlap the other calls
GDH-TPI counter: inhibits GDH-TPI coupling enzymes, artifact for Mtb FBA screen. 360,000 tested, 1.2% active. inhibition, % at 4.8 µM. GDH-TPI coupled enzyme counterscreen, NADH absorbance. AID 588335;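 note: 0% = DMSO wells and 100% = wells lacking the enzyme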
BoNT-F LC inh: inhibitors of Botulinum neurotoxin F light chain protease. Multiplex microsphere protease cleavage assay, flow cytometry. inhibition, % at 10 µM. 360,000 tested, 0.22% active; in the data active = inhibition above about 35%, passing the limit was not always enough; inconclusive = no clear call, values can overlap the other calls; note: plate controls were buffer without enzyme for full effect and enzyme alone for no effect
MazF activator: increases E. coli MazEF RNase cleavage of RNA; P0AE70; FAM/BHQ RNA-DNA oligo cleavage fluorescence, 5 h; activation, % at 20 µM; 350,000 tested, 0.32% active; in the data active = activation above about 50%
Target sequence (P0AE70 whole entry, looked up): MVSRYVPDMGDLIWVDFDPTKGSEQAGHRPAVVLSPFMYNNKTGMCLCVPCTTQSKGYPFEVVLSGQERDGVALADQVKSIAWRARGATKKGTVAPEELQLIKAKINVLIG
FBA Mtb inh: Mtb fructose-bisphosphate aldolase inhibition; 360,000 tested, 2.3% active; purified M. tuberculosis FBA, fluorescence read-out; AID 588726; inhibition, % at 1 µM; in the data active = inhibition above about 27%;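 note: 0% = vehicle and 100% = reference inhibitor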
Target sequence (P9WQA3 whole entry, looked up): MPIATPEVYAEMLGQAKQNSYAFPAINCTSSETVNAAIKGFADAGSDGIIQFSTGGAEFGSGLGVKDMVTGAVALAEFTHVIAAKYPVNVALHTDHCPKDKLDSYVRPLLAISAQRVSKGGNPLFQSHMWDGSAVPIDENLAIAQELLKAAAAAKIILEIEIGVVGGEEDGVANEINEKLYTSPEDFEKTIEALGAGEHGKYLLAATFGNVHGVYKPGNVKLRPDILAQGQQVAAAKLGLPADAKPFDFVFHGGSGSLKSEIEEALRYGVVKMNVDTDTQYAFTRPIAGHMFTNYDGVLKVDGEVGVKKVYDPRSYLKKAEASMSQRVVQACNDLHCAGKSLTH
UGM FP inh: blocks M. tuberculosis UGM enzyme. AID 504406. 320,000 tested, 0.06% active. inhibition, % at 10 µM. purified UGM, fluorescence polarization probe displacement. P9WIQ1; in the data active = inhibition above about 10%, passing the limit was not always enough; inconclusive = no clear call, values can overlap the other calls
DUSP3 inh: blocks human VHR1 dual specificity phosphatase. P51452. recombinant VHR phosphatase, pNPP absorbance. inhibition, % at 13.3 µM. 290,000 tested, 0.52% active. AID 1654; in the data active = inhibition above about 50%; note: some compounds called inactive have numbers as strong as hits
Target sequence (P51452 whole entry, looked up): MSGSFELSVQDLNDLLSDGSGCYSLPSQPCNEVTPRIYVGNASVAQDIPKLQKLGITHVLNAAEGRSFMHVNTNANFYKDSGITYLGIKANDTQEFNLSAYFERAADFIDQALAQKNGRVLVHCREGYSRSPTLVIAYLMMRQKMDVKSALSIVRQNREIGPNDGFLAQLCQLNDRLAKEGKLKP
FadD28 binding: inhibitors of Mycobacterium tuberculosis FadD28 bisubstrate binding | FadD28 bisubstrate probe binding, fluorescence polarization | AID 588549 | inhibition, % at 12.5 µM | 360,000 tested, 0.22% active; in the data active = inhibition above about 8.5%, passing the limit was not always enough; inconclusive = no clear call, values can overlap the other calls
Rv3671c inh: Rv3671c (M. tuberculosis) protease inhibition; P9WHR9; AID 2606; 320,000 tested, 0.048% active; inhibition, % at 5.96 µM; in the data active = inhibition above about 38%;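 note: extracellular domain of Rv3671c used as enzyme; 0% = enzyme with DMSO and 100% = no enzyme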
Target sequence (P9WHR9 whole entry, looked up, the tested form may be a part): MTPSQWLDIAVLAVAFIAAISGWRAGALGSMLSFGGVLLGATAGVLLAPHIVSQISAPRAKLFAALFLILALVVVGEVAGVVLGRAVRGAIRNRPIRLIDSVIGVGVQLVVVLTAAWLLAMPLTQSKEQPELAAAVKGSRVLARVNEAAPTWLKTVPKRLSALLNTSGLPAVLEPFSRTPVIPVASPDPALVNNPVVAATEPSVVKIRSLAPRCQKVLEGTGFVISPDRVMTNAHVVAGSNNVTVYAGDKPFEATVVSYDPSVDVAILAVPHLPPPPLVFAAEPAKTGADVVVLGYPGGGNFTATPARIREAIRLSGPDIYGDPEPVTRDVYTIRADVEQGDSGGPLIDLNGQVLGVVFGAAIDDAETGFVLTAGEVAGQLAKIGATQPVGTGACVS
Numbers without * were called inactive; ? = inconclusive; · = no result given. Cut-off read from the data, not from the text of the source, unless noted: active = inhibition above about 30%; inactive = the rest.

SMILES	CCHF vOTU inh	BioA inh	GDH-TPI counter	BoNT-F LC inh	MazF activator	FBA Mtb inh	UGM FP inh	DUSP3 inh	FadD28 binding	Rv3671c inh
C[N+]1(C)C2CCC1CC(OC(=O)c1ccco1)C2 (stereo not drawn)	-8	-1.5	5	2	3	1	1.6	18	-2.8	-3
Cc1c(O)ccc(/C(Cc2ccc3ccccc3n2)=N\N)c1O	-4	·	13	2	-20	5	0.0	14	-1.7	-1
CCSc1nc2[nH]ncc2c(=O)[nH]1	7	·	-1	2	9	3	0.8	-4	-1.1	-3
COc1ccc([N+](=O)[O-])cc1NC(C)C	-3	1.9	6	-2	0	-8	1.2	5	-3.5	-10
CN1CCc2c(sc3c2c(=O)n(-c2ccccc2)c2nnc(SCc4ccc(F)cc4)n32)C1	-3	·	10	5	2	0	·	·	-0.1	·
O=C(OCc1nnc(-c2ccc(Cl)cc2)o1)c1ccc(=O)n(Cc2ccccc2)n1	0	2.5	-1	-8	-5	-2	-0.2	14	-3.5	-1
Cc1ccc(C)c(Cn2nnc3c(=O)[nH]c(C4CCCN(C(=O)CC(C)C)C4)nc32)c1 (stereo not drawn)	·	0.4	3	0	3	-1	-4.4	8	-0.9	-2
S=c1nc2c(n[nH]1)c1ccccc1n2CCc1ccccc1	12	3.9	17	·	5	0	3.5	19	-0.4	-4
O=c1cc(-c2ccccc2)nc(N2CCN(Cc3ccccc3)CC2)[nH]1	-4	-0.1	12	-11	-1	4	-1.2	-2	-1.0	6
Cn1c(=O)c2[nH]c(CN(Cc3ccccc3)Cc3ccccc3)nc2n(C)c1=O	0	-1.4	-2	-5	-1	2	-0.1	19	-4.6	-2
Cc1ccc(NC(=O)Cn2nc(C(=O)O)c3ccccc3c2=O)cc1S(=O)(=O)N1CCCCC1	-2	-1.6	0	-3	-36	1	0.5	·	-0.2	-34
CCOC(=O)c1cccc(NC(=O)CSc2nnc(C)n2CC2CCCO2)c1 (stereo not drawn)	2	-1.2	-3	-16	2	-1	-2.4	-20	1.5	2
O=C(NCCCn1ccnc1)C(=O)NCC1OCCCN1S(=O)(=O)c1ccccc1 (stereo not drawn)	5	-0.5	9	7	-11	0	-1.4	4	0.2	-10
CN(C)c1ccc(-n2cccc2/C=N/n2cnnc2)cc1	-8	0.0	12	-1	5	1	-2.1	5	-4.0	-9
Cc1ccc(-n2nc3c(c2NC(=O)c2ccc(OC(C)C)cc2)CS(=O)C3)cc1 (stereo not drawn)	10	-3.2	1	-1	1	0	-0.5	4	-0.6	-5
COc1ccc(S(=O)(=O)N2CCC(C(=O)NCCC(=O)NCCc3cccc(F)c3)CC2)cc1	9	-5.0	16	2	7	3	·	·	-0.1	·
Fc1cccc(CN2CCN(Cc3nc(CCc4ccccc4)no3)CC2)c1	-6	·	6	1	-4	0	2.4	13	-2.8	8
Cc1cccc(C)c1NC(=O)c1sc(N)nc1-c1ccccc1	-1	-1.5	10	7	-11	1	-1.7	22	1.0	1
COc1ccc(CC(=O)Oc2ccc(C(C)(C)C)cc2)cc1S(=O)(=O)N1CCOCC1	10	2.0	11	5	12	1	-1.9	·	-1.2	1
Cc1ccc(S(=O)(=O)NCCC(=O)OCC(=O)N(Cc2ccccc2)C(C)(C)C)cc1C	-1	0.7	5	-1	-3	-1	4.4	·	-3.1	-2
Cc1cc(Cl)c2oc(C(=O)N(C)CCCCN3CCOCC3)c(C)c2c1	-16	-1.7	4	-3	-2	-1	0.1	12	-0.1	2
CCC(=O)N1CCN=C1SCc1c(F)cccc1Cl	-3	0.4	0	-9	4	-2	0.4	14	1.6	1
Nc1nc2ncc(C(=O)c3cc(Cl)cc(Cl)c3O)cc2s1	11	-1.0	22	-2	0	9	-3.4	6	-2.6	0
COC(=O)c1sc(N2CCN(c3ccc(Cl)cc3)CC2)nc1N	-2	·	14	2	3	1	3.4	9	0.4	-15
Fc1ccccc1/C=C1\CCCC2=C1Nc1nnnn1C2c1ccccc1F (stereo not drawn)	-2	-1.1	4	1	-2	2	-1.1	25	-0.4	6
CS(=O)(=O)c1cccc(C(=O)Nc2cccc(-c3nc4ccccc4[nH]3)c2)c1	15	4.8	13	-2	5	5	1.0	34	-11	-32
COc1ccc(O)c(C(=O)c2cnc3c(c2)c(C)nn3C)c1	8	·	6	-28	10	1	-1.4	12	·	6
Cc1ccc(Nc2nc(CSc3nnc(-c4ccncc4)n3-c3ccccc3C)cs2)cc1	6	·	-4	-1	-19	1	6.5	8	-3.8	-3
O=C(NCCC1CCCCN1S(=O)(=O)c1ccccc1)C(=O)NCc1ccncc1 (stereo not drawn)	-5	-0.3	-2	-10	-9	1	1.3	·	-2.7	-6
COc1ccccc1N(CC(=O)Nc1ccc2c(c1)OCCO2)S(=O)(=O)c1ccc(C)cc1	-3	-2.1	10	-7	-6	1	-1.2	32	·	-5
CCCCN(C)CCCNC(=O)c1cc(-c2cccnc2)nc2ccccc12	-5	-2.1	6	-9	7	0	2.1	35	-2.2	4
Cc1ccc(S(=O)CCNC(=O)Cc2ccccc2)cc1 (stereo not drawn)	4	-0.5	-7	4	9	-3	-0.6	-6	-1.3	0
CCCNCc1cc(OCC)c(OCC(N)=O)cc1Br	9	0.8	0	14	0	0	-2.2	12	-0.4	-2
CCOc1cccc(C2C(C(=O)c3ccc(C)o3)=C(O)C(=O)N2Cc2ccccc2)c1 (stereo not drawn)	10	-1.6	13	2	0	2	·	-4	·	·
N#CC1=C(N)N(c2ncn[nH]2)C2=C(C(=O)CCC2)C1c1ccc(F)cc1 (stereo not drawn)	13	·	17	-4	-8	4	1.6	2	-4.1	8
CC1(C)CC(CNCCC(c2ccc(F)cc2)c2ccco2)CCO1 (stereo not drawn)	-3	-1.9	-2	-7	3	-1	2.0	7	-3.3	-5
OC[C@H]1O[C@H](OCCc2ccc(O)cc2)[C@H](O)[C@@H](O)[C@@H]1O	-7	-2.8	4	-4	4	6	1.6	·	-0.2	-4
COC(=O)c1cc(-c2cc(OC)ccc2OC)nc2c1c(=O)n(C)c(=O)n2Cc1ccccc1	0	·	1	6	-6	-1	1.1	3	0.0	-16
Cc1cc(C)c2nc(NC(=O)CN3C(=O)NC4(CCCC4)C3=O)sc2c1	-1	·	7	-1	-1	0	0.7	·	0.5	-8
CC(C)CN(C(=O)c1ccc(F)cc1F)c1c(N)n(CC(C)C)c(=O)[nH]c1=O	3	-2.2	6	-7	7	-3	-0.8	14	·	4
Cc1cccc(S(=O)(=O)NNC(=O)c2cc(-c3ccc(F)cc3)nc3ccccc23)c1	-2	-0.6	4	0	4	1	-0.3	17	-4.3	-5
Cc1ccc(CS(=O)(=O)CCC(=O)NCc2ccccn2)cc1	-8	-2.8	2	·	2	0	-1.7	21	-2.0	-3
C[C@@H]1CN(Cc2nc(-c3ccc(Cl)cc3)no2)C[C@H](C)O1	-2	·	3	-3	2	-4	-5.7	7	-2.2	1
CCCC(=O)N1CCCC1(C)C(=O)Nc1ccc(-n2cncn2)cc1 (stereo not drawn)	-10	-2.3	4	6	·	-2	·	·	-0.9	·
COc1cc2c(cc1NC(=O)C(C)OC(=O)/C=C/c1ccc(OC(F)F)cc1)oc1ccccc12 (stereo not drawn)	3	·	3	-2	-6	4	1.8	-1	-0.8	-15
O=C(CN1CCN(S(=O)(=O)c2ccccc2Cl)CC1)NCC1(N2CCOCC2)CCCCC1	-11	2.8	2	·	-2	-3	·	·	-0.4	·
Oc1cc2c(cc1O)C(c1ccccc1)CNCC2 (stereo not drawn)	-3	0.1	9	-6	3	-1	-1.7	·	-1.2	-2
CC(C)(C)OC(=O)CC(S(=O)(=O)c1ccccc1)S(=O)(=O)c1ccccc1	4	0.2	0	0	2	0	·	·	-1.2	·
CN(C)c1ccc(/C=N/NS(=O)(=O)c2ccc(Br)cc2)cc1	14	-0.5	22	0	5	3	1.1	17	-2.4	8
CCCCC[C@@H]1C=C(C(=O)O)[C@H](c2ccc(Cl)cc2)N1S(=O)(=O)c1ccc(C)cc1	32*	7.2	5	-8	-10	1	·	·	-2.5	-1
CCC(C)n1c(SCC(=O)NC(=O)c2cccn2C)nc2ccccc2c1=O (stereo not drawn)	18	·	17	13	-1	2	-1.6	16	-6.7	0
Cc1ccn2c(=O)c(NC(=O)c3cccs3)c(C)nc2c1	2	-0.8	22	·	-4	4	4.7	·	-1.1	-1
Cc1ccc(C)c(OCCCCn2cnc3ccccc3c2=O)c1	6	1.8	20	-2	1	2	2.6	10	-2.4	0
COC(OC)c1ccnc(-c2ccc(OC(=O)c3ccc(F)cc3)cc2)n1	5	·	-3	-1	-12	-3	0.4	6	-1.8	4
CN(C/C=C/c1ccccc1[N+](=O)[O-])Cc1ccccc1	-6	-1.3	-8	9	2	-1	-0.3	24	-5.4	-3
Cn1nnnc1-c1cc(Br)ccc1NC(=O)c1ccccc1	6	-1.1	3	10	16	-2	0.1	22	-0.4	-1
COc1ccc(S(=O)(=O)N2CCC(C(=O)NCC3CC3)CC2)cc1	14	·	-1	5	4	3	1.4	35	·	7
Cc1cc(C)cc(NC(=O)CSc2nc3ccncc3[nH]2)c1	2	-0.5	-11	2	18	-1	-1.6	34	-3.4	-5
CCn1c(CNC(=O)c2cccc(C)c2)nnc1SCC(=O)Nc1nnc(C)s1	-2	-1.4	6	8	6	-5	-2.3	12	-4.4	-11
COc1ccc(-n2nc(C(=O)NCC(=O)Nc3ccc(F)cc3)c3ccccc3c2=O)cc1	-6	-11	6	13	2	-1	0.2	17	-3.5	-9

Sorted by length of the SMILES (smallest number first): part of the list above.
SMILES	CCHF vOTU inh	BioA inh	GDH-TPI counter	BoNT-F LC inh	MazF activator	FBA Mtb inh	UGM FP inh	DUSP3 inh	FadD28 binding	Rv3671c inh
CCCNCc1cc(OCC)c(OCC(N)=O)cc1Br	9	0.8	0	14	0	0	-2.2	12	-0.4	-2
Cc1ccc(S(=O)CCNC(=O)Cc2ccccc2)cc1 (stereo not drawn)	4	-0.5	-7	4	9	-3	-0.6	-6	-1.3	0
COC(=O)c1sc(N2CCN(c3ccc(Cl)cc3)CC2)nc1N	-2	·	14	2	3	1	3.4	9	0.4	-15
N#CC1=C(N)N(c2ncn[nH]2)C2=C(C(=O)CCC2)C1c1ccc(F)cc1 (stereo not drawn)	13	·	17	-4	-8	4	1.6	2	-4.1	8
O=C(CN1CCN(S(=O)(=O)c2ccccc2Cl)CC1)NCC1(N2CCOCC2)CCCCC1	-11	2.8	2	·	-2	-3	·	·	-0.4	·
CCCCC[C@@H]1C=C(C(=O)O)[C@H](c2ccc(Cl)cc2)N1S(=O)(=O)c1ccc(C)cc1	32*	7.2	5	-8	-10	1	·	·	-2.5	-1

Remaining list, next part:
SMILES	CCHF vOTU inh	BioA inh	GDH-TPI counter	BoNT-F LC inh	MazF activator	FBA Mtb inh	UGM FP inh	DUSP3 inh	FadD28 binding	Rv3671c inh
Cc1ccc(OCC(=O)Nc2cccc(O)c2)cc1C	1	0.7	-2	4	7	5	-2.7	18	-1.1	-10
Cc1cccc(OCCN2CCOCC2)c1C	-5	-0.9	8	?	3	0	2.0	0	-2.9	-2
CCC(C)(C)NC(=O)c1cc(S(=O)(=O)N2CCCCC2)ccc1N1CCOCC1	-13	1.9	4	-6	0	1	0.4	0	1.0	-6
O=C(NCc1ccccc1)c1cc(C2CCCCN2S(=O)(=O)c2ccccc2)on1 (stereo not drawn)	4	-2.2	10	-2	·	1	·	·	-0.5	·
CN1CCc2c(sc(NC(=O)CS(=O)(=O)c3ccccc3)c2C(N)=O)C1	5	·	14	-10	10	3	2.5	·	0.3	8
O=S(=O)(Nc1nc2ccccc2nc1Nc1ccc2c(c1)OCCO2)c1cccs1	14	1.9	22	-40	1	13	1.3	10	5.2	18
Cc1nn(Cc2ccc(Cl)cc2Cl)c(C)c1NC(=O)c1nn(C)cc1Cl	-3	-0.5	-6	-5	-8	-3	1.3	37	-5.0	-1
c1ccc(N=NN2CCOCC2)cc1	8	-2.3	5	-2	16	-3	·	·	-2.8	·
